Bioassay records (PubChem BioAssay)
H9c2 TAG inh = reduces triacylglycerol accumulation in H9c2 cells | Nile Red lipid (TAG) fluorescence; cells loaded with 200 µM oleic acid | inhibition, % at 12.5 µM | hit rate 0.66% among 230,000;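 active = pattern-corrected inhibition of lipid staining of at least 50% with the nuclear-stain viability signal not falling by more than 50%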;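 also: 0% = DMSO wells and 100% = triacsin C control wells; some results filed as inactive read as strong as hits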
H9c2 TAG inh DAPI viability = recorded beside H9c2 TAG inh, whose call it bears; DAPI nuclei signal change (viability), lower = more cytotoxic, %;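 whole-well DAPI fluorescence read on a plate reader as a viability signal; minus 50 percent equals half of cells still viable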
An asterisk follows results filed as active. These rows are one share of the data. The share of hits here may be higher or lower than overall.

structure	H9c2 TAG inh DAPI viability	H9c2 TAG inh
NC(=O)c1c(Br)n(C2OC(CO)C(O)C2O)c2ncnc(N)c12 (stereo not given)	-18	43
Cc1cc(OC(=O)CCCNC(=O)OC(C)(C)C)c2c3c(c(=O)oc2c1)CCC3	8	-2
CCC(CC)C1C(C#N)=C(N)Oc2c1c(=O)oc1ccccc21 (stereo not given)	0	12
CCCCn1c(O)c(C(CC)=NCCCn2ccnc2)c(=O)[nH]c1=O	-11	14
Cc1ccccc1NS(=O)(=O)c1ccc(OCC(=O)N2CCN(C)CC2)cc1	1	-1
Cc1ccc2c(c1)NP(=S)(Oc1ccccc1)N2 (stereo not given)	5	3
CCCN1CCCC(C(=O)c2cc(C)c(OC)c(C)c2)C1 (stereo not given)	-1	-8
CCCNC(=O)N1[C@H]2CC[C@@H]1C(C(=O)OC)=C(c1ccc(OC(F)(F)F)cc1)C2	6	-3
CC(C(O)c1ccccc1)N(C)CCn1cnc2c1c(=O)n(C)c(=O)n2C (stereo not given)	1	6
CN1CN(c2ccccc2)C2(CCN(CCCSc3ccccc3NC(=O)/C=C/c3ccccc3)CC2)C1=O	7	22
O=c1[nH]c(=O)n(Cc2ccccc2Cl)c(O)c1/C=C1/C=CC=N1	3	-2
O=C(O)C1=CC2c3ccccc3C1c1ccccc12	-6	9
CCC1(Oc2ccccc2)C(=O)NC(=O)NC1=O	2	-3
CS(=O)(=O)c1ccc(C2=C(CNC(=O)c3nccs3)[C@H]3CC[C@@H](C2)N3CCOc2ccccc2)cc1	-12	13
CCc1nn2c(=O)c(F)c(N3CCNCC3)nc2s1	-3	0
CCOC(=O)C(O)(c1cn(C)c2ccccc12)C(F)(F)F (stereo not given)	15	-38
CCOC(=O)[C@]12Cc3cc(OC)ccc3[C@H]1N(Cc1ccccc1)C(=O)c1ccccc12	-15	-2
CSCCC(N=Cc1c(O)n(-c2ccc(F)cc2)c(=O)[nH]c1=O)C(=O)OC(C)(C)C (stereo not given)	1	-4
C=CCn1c(=O)c(C=Nc2cccc([N+](=O)[O-])c2)c(O)n(CCCC)c1=O	-1	11
O=[N+]([O-])c1ccc(N2CCNCC2)c(Cl)c1	13	1
COc1cc2c3cc1Oc1c(OC)c(OC)cc4c1[C@H](Cc1ccc(cc1)Oc1cc(ccc1O)C[C@H]3N(C)CC2)N(C)CC4	5	35
C[C@]12CCC3C(CC[C@H]4C[C@H](O)CC[C@]34C)C1C[C@H](O)[C@H]2O (stereo not given in full)	6	3
CCOP(=O)(OCC)C(C)(C)NC(=O)C(Cl)(Cl)Cl	-16	8
O=C(O)c1cccc(N=Nc2c(O)[nH]c(=O)[nH]c2=O)c1	3	1
CN1CCN(c2ccc(C=O)cc2)CC1	5	-23

Quoted at random: 6 entries already listed
structure	H9c2 TAG inh DAPI viability	H9c2 TAG inh
CN1CN(c2ccccc2)C2(CCN(CCCSc3ccccc3NC(=O)/C=C/c3ccccc3)CC2)C1=O	7	22
Cc1ccccc1NS(=O)(=O)c1ccc(OCC(=O)N2CCN(C)CC2)cc1	1	-1
CCOP(=O)(OCC)C(C)(C)NC(=O)C(Cl)(Cl)Cl	-16	8
CCc1nn2c(=O)c(F)c(N3CCNCC3)nc2s1	-3	0
O=C(O)C1=CC2c3ccccc3C1c1ccccc12	-6	9
Cc1cc(OC(=O)CCCNC(=O)OC(C)(C)C)c2c3c(c(=O)oc2c1)CCC3	8	-2

(listing goes on)
structure	H9c2 TAG inh DAPI viability	H9c2 TAG inh
CCOC(=O)CC1c2ccccc2-n2nncc2CN1CC1CCCCC1 (stereo not given)	-10	1
COc1ccc(C=C2C(=O)N(C)C(=O)N(C)C2=O)cc1COc1ccc(NC(C)=O)cc1	-7	12
CC(C)=CCOc1c2occc2cc2ccc(=O)oc12	-1	-7
O=C(O)c1ccc(-[n+]2c(-c3ccccc3)cc(-c3ccccc3)cc2-c2ccccc2)cc1	2	4
CCCCCn1c(=O)c(C(=O)Nc2c(C)n(C)n(-c3ccccc3)c2=O)c(O)c2ccccc21	-7	4
COc1ccc(CCn2c(O)c(C=Nc3ccccc3F)c(=O)[nH]c2=O)cc1OC	-9	7
N#CC1(c2ccccc2)CCN(C2CC(=O)N(c3ccc4c(c3)OCO4)C2=O)CC1 (stereo not given)	-1	3
CCOc1ccc2[nH]c(=O)c(CN(CCO)C3(c4nnnn4C4CCCCC4)CCCCC3)cc2c1	-9	-3
O=C(c1ccco1)N1Cc2ccccc2-n2nncc2C1	-11	-6
CNP(=S)(NC)OCCOc1ccc(OC)cc1	6	-11
CC(C)OC(=O)c1c(N)n(CC2CCCO2)c2nc3ccccc3nc12 (stereo not given)	61	11
Cc1ccc(C(=O)N2CC2C)cc1 (stereo not given)	1	-34
C=CCn1c(O)c(C=NCCN2CCNCC2)c(=O)[nH]c1=O	4	13
CNC(=O)c1cccn(Cc2ccc(C(F)(F)F)cc2)c1=O	-3	31
CC(C)OCCCNC(=O)c1c(N)n(Cc2cccs2)c2nc3ccccc3nc12	38	17
CCOP(=O)(CN(CC)CCNP(=O)(OCC)OCC)OCC	4	-16
CC(=O)OC(C)(C)/C=C/C(=O)C(C)(O)C1C(O)CC2(C)C3CC=C4C(CC(O)C(=O)C4(C)C)C3(C)C(=O)CC12C (stereo not given)	-24	43
O=c1[nH]c(=O)n(C2CCCCC2)c(O)c1/C=N/N1CCCCC1c1cccnc1 (stereo not given)	5	-5
NN=C(N)N	-4	-11
CC(=O)N1Cc2cnnn2-c2ccccc2C1(C#N)Cc1ccccc1 (stereo not given)	-4	2
COC(=O)C1=C(c2ccc(-c3ccccc3)c(F)c2)C[C@@H]2CC[C@H]1N2C(=O)N1CCc2cc(OC)c(OC)cc2C1	-2	7
CCC1(CC(C)C)C(=O)NC(=S)NC1=O	6	-14
Cc1cccc(CN2CCCC(C(=O)c3ccc4c(c3)OCO4)C2)n1 (stereo not given)	-7	3
CC1(C)CC(n2[nH]c(=O)c3c2NC(=O)CSC3c2ccc(F)cc2)CCO1 (stereo not given)	5	-2
CCOP(=O)(OCC)C(NC(C)=O)C(Cl)(Cl)Cl (stereo not given)	0	-11
Cn1c(=O)cc(OCC(=O)N2CCN(Cc3ccc4c(c3)OCO4)CC2)c2ccccc21	1	11
O=[N+]([O-])[N-][n+]1cnn(Cc2ccc(Cl)cc2)c1	-2	-3
COC(=O)C1=C(c2cccc(C#N)c2)C[C@@H]2CC[C@H]1N2C(=O)NCc1ccco1	2	-4
CCOC(=O)c1cccc(C2=C(CNC(=O)c3cccnc3)[C@H]3CC[C@@H](C2)N3Cc2ccccc2)c1	3	9
CC(=O)N1CN2CN(C(C)=O)CC(C(=O)c3ccccc3)(C2)C1	-28	3
O=[N+]([O-])c1cnc[nH]1	1	5
CO[C@H]1[C@@H](OC)CC(OC2OC(CO)C(O)C(O)C2O)/C(=C\C#N)[C@@H]1O (stereo not given in full)	-10	7
O=C(Oc1ccc([N+](=O)[O-])cc1)N1CCC(N2CCCCC2)CC1	-1	-1
O=P(NCc1ccccc1)(Oc1ccccc1)Oc1ccccc1	10	-90
COc1cc(OC)c(OC)cc1/C=C1/C(=O)NC(=O)N(Cc2ccccc2)C1=O	10	-9
N#CC1c2ccccc2-n2nncc2CN1S(=O)(=O)c1cc(Cl)cc(Cl)c1 (stereo not given)	4	-2
CCNC(=S)NCCC1=c2ccccc2=N/C1=C\c1c(O)n(C)c(=O)n(C)c1=O	11	-15
COC(=O)C1=C(c2ccc(OCc3ccccc3)cc2)C[C@@H]2CC[C@H]1N2C(=O)NCCCc1ccccc1	-6	11
COC(=O)C1=C(c2ccc(F)cc2OCc2ccccc2)C[C@@H]2CC[C@H]1N2C(=O)NCc1ccccc1	-8	8
CCOC(=O)c1ccc(NC(=O)N2CC3CC(C2)c2cccc(=O)n2C3)cc1 (stereo not given)	-8	-5
CC1CC(OP(O)(=S)c2ccc(N(C)C)cc2NC(=O)c2cccs2)CC(C)(C)C1 (stereo not given)	9	-10
CC(Cc1cccs1)NCc1ccc(Cl)cc1 (stereo not given)	-3	5
COC(=O)C1=C(c2ccc(F)cc2OCc2ccccc2)C[C@@H]2CC[C@H]1N2C(=O)NCc1ccc(OC)cc1	3	8
CS(=O)(=O)c1ccc(C2=C(CNC(=O)c3cccs3)[C@H]3CC[C@@H](C2)N3CCOc2ccccc2)cc1	-4	17
O=C(NCc1cccnc1)Nc1ccccc1Cl	-2	2
CCc1ccc2nc(N3CCC(C(=O)N4CCC5(CC4)OCCO5)CC3)sc2c1	-8	-8
CCc1ccc(N2C(=O)NC(=O)/C(=C/c3cccn3CCOc3ccc(C(C)CC)cc3)C2=O)cc1 (stereo not given)	1	-13
CN1CCc2nc3sc(C(=O)NC(C)(C)C)c(N)c3cc2C1	4	20
COCCN(C(=O)COC(=O)Cc1ccccc1)c1c(N)n(Cc2ccccc2)c(=O)[nH]c1=O	-4	8
CCOC(=O)C1CCCCC12C(C#N)=C(N)Oc1n[nH]c(C)c12 (stereo not given)	-17	22

New compounds follow.
structure	H9c2 TAG inh DAPI viability	H9c2 TAG inh
CN1CC(C(=O)c2ccc(Cl)cc2)C(c2ccccc2F)C1 (stereo not given)	5	-1
CCN(CC)c1ccc(/C=C/[N+](=O)[O-])cc1	-6	0
CCN(CC)C(=O)c1ccc(NC(=O)c2ccc(-c3nn(C)c(=O)c4ccccc34)cc2)cc1	-2	2
CCOC(=O)c1c(C)n(C(C)C)c2ccc(OC)cc12	-10	-2
CC(C)CCOP(N)(=O)Oc1ccccc1Cl (stereo not given)	4	-63
COC(=O)C1=C(c2ccc(F)cc2OCc2ccccc2)C[C@@H]2CC[C@H]1N2C(=O)NCc1ccco1	2	-10
CC[C@H]1CN2CCC1C[C@@H]2[C@H](O)c1ccnc2ccc(OC)cc12 (stereo not given in full)	-11	7
Cc1ccccc1CN1CCN(c2ccc(Cl)cc2)CC1	-9	2
CCOc1ccc(-n2c(CC)nc3ccccc3c2=O)cc1	-7	-20
O=C1/C(=C\c2ccc([N+](=O)[O-])cc2)N2CCC1CC2	-6	2
Cc1ccccc1CCNCc1cc2cccc(C)c2[nH]c1=O	0	-2
CC(=O)Nc1ccc(N=Cc2c(O)n(Cc3ccco3)c(=O)[nH]c2=O)cc1	-7	-2
Cc1ccc(NC(=O)c2cc(-c3ccccc3)n(CCCN3CCOCC3)c2C)cc1	9	3
O=C1C2C3CCC(O3)C2C(=O)N1c1cccc(F)c1 (stereo not given)	-7	8
CC1(C)CC(n2[nH]c(=O)c3c2NC(=O)CSC3c2ccccc2)CCO1 (stereo not given)	3	-16
O=C1CCCN1c1ccc(S(=O)(=O)O)cc1 (tested in a mixture with another compound)	16	-8
O=C(O)c1ccccc1N=Nc1c(O)[nH]c(=O)[nH]c1=O	-6	3
Cc1c2cnn(CC(=O)N3CCC4(CC3)OCCO4)c(=O)c2c(C)n1Cc1ccc(F)cc1	9	1
COC(=O)C1=C(c2ccc(OCc3ccccc3)cc2)C[C@@H]2CC[C@H]1N2C(=O)NCc1ccc([N+](=O)[O-])cc1	-5	11
CN1CCC2(CC1)NC(=O)C1=C(CN(C)CC1)N2	6	3
COc1ccc2c(c1OC)C(=O)OC2c1c(O)n(C2CCCCC2)c(=O)[nH]c1=O (stereo not given)	-8	10
COC(=O)C1=C(c2ccc(S(C)(=O)=O)cc2)C[C@@H]2CC[C@H]1N2C(=O)NCCCOC(C)C	-14	4
Fc1ccc2c(c1)nnn2C1CCN(Cc2nnnn2CCc2ccccc2)CC1	5	1
CCCCNS(=O)(=O)c1ccc(OCC(=O)N2CCN(Cc3ccc4c(c3)OCO4)CC2)cc1	-1	-13
CN1CCCC(C(=O)c2ccc(Cl)cc2)C1 (stereo not given)	4	4
CCOP(=S)(OCC)N1CCOCCOCCN(P(=S)(OCC)OCC)CCOCCOCC1	4	-7
CC12CC(=O)C3C(CCC4CC=CCC43C)C1CCC2=O (stereo not given)	4	7
O=S(=O)(c1ccc(Cl)cc1)N1Cc2ccccc2-n2nncc2C1	-5	0
C[C@H]1CCC[C@H](O)CCCCCc2cc(O)cc(O)c2C(=O)O1	1	-2
Cc1nc2ccccc2c(=O)n1-c1ccc(F)cc1F	-5	1
O=C(C(=O)N1CCOCC1)c1cn(Cc2ccccc2Cl)c2ccccc12	-6	2
c1ccc(CC(NCc2ccco2)c2ccccc2)cc1 (stereo not given)	-1	-9
NC(N)=Nc1ccc2[nH]c3c(c2c1)C[C@@]1(O)[C@H]2Cc4ccc(O)c5c4[C@@]1(CCN2CC1CC1)[C@H]3O5	7	4
CC1([N+](=O)[O-])COP(=O)(Nc2ccc(Cl)cc2)OC1 (stereo not given)	8	-17
CCOP(=O)(OCC)C(O)c1ccc(OC)c(OC)c1 (stereo not given)	-4	2
CNC(=O)c1cccn(Cc2cc(C(F)(F)F)cc(C(F)(F)F)c2)c1=O	15	-9
Cc1noc(C)c1COc1ccc(C(=O)NCC2(N(C)C)CCCCC2)cc1	-6	17
COC(=O)C1=C(c2cccc(OC)c2OC)C[C@@H]2CC[C@H]1N2C(=O)NC1CC1	-4	8
CCN(CC)c1ccc(N=Cc2c(O)n(Cc3ccccc3)c(=O)[nH]c2=O)cc1	71	-164

3 entries from above, field by field:
CCOP(=O)(OCC)C(O)c1ccc(OC)c(OC)c1 (stereo not given)
  H9c2 TAG inh DAPI viability: -4 | H9c2 TAG inh: 2

CNC(=O)c1cccn(Cc2cc(C(F)(F)F)cc(C(F)(F)F)c2)c1=O
  H9c2 TAG inh DAPI viability: 15 | H9c2 TAG inh: -9

Cc1noc(C)c1COc1ccc(C(=O)NCC2(N(C)C)CCCCC2)cc1
  H9c2 TAG inh DAPI viability: -6 | H9c2 TAG inh: 17
